Compound activity from PubChem.
PLK1 PBD inh = PLK1 (human) polo-box domain binding inhibition. Potency, µM, without a hit: max response, negative = inhibition, most hits filed as inhibitors. Plk1 PBD binding of FITC phosphopeptide, fluorescence polarization. 2.8% of 360,000 active. P53350; also: potency is read from the fitted curve at half-maximal effect; series mostly up to about 57 µM; % is scaled to controls: 0 for no effect and ±100 for the full control effect; nearly all actives have a fitted effect of over 65% in size
Target sequence (P53350 whole entry, looked up, the tested form may be a part): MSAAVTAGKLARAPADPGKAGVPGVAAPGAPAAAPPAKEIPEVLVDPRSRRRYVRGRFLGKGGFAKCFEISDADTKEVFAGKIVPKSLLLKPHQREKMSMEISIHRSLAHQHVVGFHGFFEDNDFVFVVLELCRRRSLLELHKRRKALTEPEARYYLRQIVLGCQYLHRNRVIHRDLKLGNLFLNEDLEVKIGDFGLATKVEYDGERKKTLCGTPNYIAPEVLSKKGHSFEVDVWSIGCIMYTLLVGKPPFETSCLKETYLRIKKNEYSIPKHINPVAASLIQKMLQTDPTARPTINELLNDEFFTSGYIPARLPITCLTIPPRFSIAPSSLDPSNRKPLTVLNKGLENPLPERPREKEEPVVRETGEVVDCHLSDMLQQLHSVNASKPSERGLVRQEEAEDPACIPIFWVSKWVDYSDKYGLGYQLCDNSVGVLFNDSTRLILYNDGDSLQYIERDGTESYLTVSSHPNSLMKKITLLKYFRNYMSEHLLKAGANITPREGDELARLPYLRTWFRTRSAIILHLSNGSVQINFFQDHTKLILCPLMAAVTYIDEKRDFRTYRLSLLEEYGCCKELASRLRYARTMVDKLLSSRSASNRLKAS
WRN helicase inh = inhibitors of human WRN helicase; Q14191; WRN helicase unwinding, fluorescent forked duplex, kinetic; 0.46% of 360,000 active; Potency, µM (titrated, usually from 114 µM), for inactives: at the highest dose activity change, negative = inhibition, most hits filed as inhibitors; also: potency is read from the fitted curve at half-maximal effect; % is scaled to controls: 0 for no effect and ±100 for the full control effect; nearly all actives have a fitted effect of over 55% in size
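Primary qHTS, 1536-well format. 20 nM WRN + compound, 15 min RT; start with 100 nM forked fluorophore/quencher duplex, 2 mM ATP (final); kinetic read ex 525/em 598 nm.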
GLP1R ag = activates the human GLP-1 receptor. P43220. Potency, µM (highest dose often 45.6 µM), inactives show at the highest dose activation, usual class: activators. 0.007% of 380,000 active. HEK293 GLP-1R CRE-luciferase, luminescence, 4-6 h; cells express a hypersensitive GLP-1R form; also: potency is read from the fitted curve at half-maximal effect; % of control where 0% means no effect
PI5P4K alpha inh = inhibitors of human PI5P4K alpha | P48426 | PI5P4Kalpha enzyme, ADP-Glo luminescence, 60 min; hits give low values | max response, % | 1.2% of 330,000 active; active = max response of -50% or lower; inconclusive = between -30% and -50%; inactive = -30% or higher; also: value at the top dose of about 77 µM; % is scaled to controls: 0 for no effect and ±100 for the full control effect
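ADP-Glo luminescence end-point after a 60 min room-temperature kinase reaction. PI5P4Kalpha and substrate in HEPES pH 7.4 buffer with EGTA, 0.1% CHAPS and 5% DMSO; ATP at 5 microM final.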
D3 antag = D3 dopamine receptor (human) antagonism. P35462. D3R cells, DiscoveRx beta-arrestin luminescence, antagonist mode; hits give low values. max response, negative = inhibition, %. 2.5% of 360,000 active; in the data active = max response below about -50%; inconclusive = no clear call, values can overlap the other calls; also: % is scaled to controls: 0 for no effect and ±100 for the full control effect; mostly tested at two doses, the higher about 12 µM
Target sequence (P35462 whole entry, looked up): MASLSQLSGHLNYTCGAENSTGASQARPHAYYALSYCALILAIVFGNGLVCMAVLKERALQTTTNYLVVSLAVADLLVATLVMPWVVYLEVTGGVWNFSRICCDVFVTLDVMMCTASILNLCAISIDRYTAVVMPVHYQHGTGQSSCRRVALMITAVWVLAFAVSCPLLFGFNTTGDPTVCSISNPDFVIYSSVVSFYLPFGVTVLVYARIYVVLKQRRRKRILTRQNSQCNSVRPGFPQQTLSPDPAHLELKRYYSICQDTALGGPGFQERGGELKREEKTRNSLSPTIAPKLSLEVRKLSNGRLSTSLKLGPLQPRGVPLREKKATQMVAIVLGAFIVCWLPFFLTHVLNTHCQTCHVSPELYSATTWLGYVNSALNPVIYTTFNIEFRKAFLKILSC
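Cells expressing the human receptor were seeded at 1500 cells/well, incubated overnight at 37 degrees C in 5% CO2, then exposed to library compounds with dopamine controls for 90 minutes at 37 degrees C before luminescent detection.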
D3 ag = agonists of human D3 dopamine receptor; D3R DiscoveRx beta-arrestin cells, luminescence, 90 min; P35462; 0.58% of 410,000 active; max activation, %; in the data active = max activation above about 30%; also: 0% is about no effect; mostly tested at two doses, the higher about 12 µM
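Cells at 1500/well, incubated overnight, then treated with pinned compounds (dopamine as control) for 90 min at 37 degrees C. DiscoveRx reagent added for 30 - 60 minutes at room temperature; luminescence read.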
IL-2 act = IL-2 activation; IL-2 activation reporter assay, cell-based qHTS; stimulated with anti-CD3/CD4/CD28 beads; in transgenic mouse T cells; activation, % (series mostly up to about 46 µM); 0.065% of 360,000 active; in the data active = activation above about 50%; inconclusive = mostly about 30% to 49%; also: 0% is about no effect
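Unstimulated transgenic mouse T cells, 750 per well, received compound and, after 60 minutes, anti-CD3/anti-CD4 bead plus anti-CD28 stimulation. EGFP and DsRed were quantified after 18 hours.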
GLP1R inv ag = inverse agonists of human GLP-1 receptor; HEK293 GLP-1R CRE-luciferase, luminescence, 24 h; GLP-1R form is constitutively active; P43220; 1.6% of 410,000 active; Potency, µM (titrated, usually from 38.3 µM), inactives show at the highest dose activity change, negative = inhibition, usual class: inhibitors; also: potency is read from the fitted curve at half-maximal effect; % is scaled to controls: 0 for no effect and ±100 for the full control effect; nearly all actives have a fitted effect of over 55% in size
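Stable HEK293 clone (constitutively active GLP-1R + cAMP-response luciferase); 200 cells/uL plated, 12 h pre-culture, compound 24 hr, 37 deg C/5% CO2; detection reagent 12 min RT; luminescence.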
HEK293 tox = cytotoxicity in counter-screen for GLP-1R inverse agonists; HEK293 cAMP-luciferase reporter cells, luminescence, 24 h; Potency, µM (highest dose often 38.3 µM), without a hit: top-dose activity change, negative = inhibition, hits mostly inhibitors; 0.13% of 410,000 active; AID 624418;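 also: loss of luciferase light is scored as toxicity; potency is read from the fitted curve at half-maximal effect; % is scaled to controls: 0 for no effect and ±100 for the full control effect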
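1536-well qHTS counterscreen of the MLSMR; 200 cells/uL, 12 h pre-incubation, 23 nL cpd, 24 h at 37 deg C 5% CO2, luciferase detection reagent, 12 min RT, luminescence. Inhibition = undesired.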
Numbers without * were called inactive; ? = inconclusive; / = no result given; [ ] = another dose, or the depositor's remark. Unless noted, calls follow the shape of the dose curve; as a rule, active = well fitted curve in the direction sought with a large enough effect; inconclusive = small, poorly fitted or top-dose-only effect, or another doubt; inactive = no such curve, though single readings can be large; an effect the other way counts as inactive or inconclusive.

SMILES	PLK1 PBD inh	WRN helicase inh	GLP1R ag	PI5P4K alpha inh	D3 antag	D3 ag	IL-2 act	GLP1R inv ag	HEK293 tox
O=C(N/N=C/c1cc2c(cc1[N+](=O)[O-])OCO2)c1ccc2c(c1)OCO2	-10%	-8%	1%	4	9	3	0.7	11%	-1%
CCCCCCCn1c(=O)c(C(=O)OC)c(N)c2ccccc21	2%	-9%	17%	-1	14	26	-3.5	11µM*	3%
O=C(c1cccc(Cl)c1)N1CCN(Cc2ccc3c(c2)OCO3)CC1	-1%	-7%	3%	3	-8	-19	0.2	?	-10%
C=CCS/C(N)=N\N=C\c1cc(Br)cc([N+](=O)[O-])c1O	-13%	-25%	7%	-8	-27	-5	-1.9	3%	-1%
COc1ccc(CCNC(=O)c2c(O)c3cccc4c3n(c2=O)CC4)cc1	2%	3%	9%	-81*	10	4	-0.4	-3%	1%
CCCCCOC(=O)c1[nH]c2c(c1C)C(=O)C(C(=O)OC)C(C)C2 (configuration not stated)	3µM*	?	23%	?	-4	1	-2.5	?	?
COC(=O)c1c(NC(=O)c2ccc(C)cc2)csc1C	1%	-13%	21%	15	-5	1	3.9	38%[activator]	7%
CCS(=O)(=O)c1ccc(N)cc1	-3%	-3%	-5%	3	-10	1	0.9	1%	23%
O=C(CSc1ccccc1C(=O)O)NCc1ccccc1	-10%	-7%	4%	1	-9	0	2.5	-15%[0.307 µM]	-7%[0.307 µM]
CCC(C)(C)c1ccc(OC(=O)c2cccnc2Cl)cc1	2%	-4%[57.1 µM]	8%	18	24	3	-0.1	?	-10%
COc1ccccc1N1CCN(C(=O)Nc2cccc(Cl)c2)CC1	-2%	-7%	-3%	/	-14	-15	-2.8	?	3%
O=C1C(CN2CCCC2)CCCC1CN1CCCC1 (configuration not stated)	-3%	0%	9%	-9	-17	-9	-7.4	15%	-3%
COCCNc1nnc(SCC(=O)Nc2cc(-c3ccccc3)nn2-c2ccccc2)s1	0%	-2%	8%	-6	-6	-8	-0.8	-25%	-24%
CC1=C(C(=O)N2CCN(c3cc(C)ccc3C)CC2)C2(CCCCC2)OC1=O	-2%	-5%	8%	0	-26	3	-0.4	4%	-2%
O=S(=O)(Nc1ccccc1)c1ccc(F)cc1	-8%	5%	-8%	/	6	1	-2.4	6%	-15%
CCOc1ccc(C(CC(=O)O)NC(=O)COc2ccccc2OC)cc1OC (configuration not stated)	-8%	-14%	-4%	1	4	1	0.0	6%	11%
O=Cc1cn(-c2ccc(F)cc2)c2ccccc12	3%	2%	7%	2	-12	-2	-3.7	0%	-8%
COc1ccc(NCC(=O)Nc2cccc(S(=O)(=O)N3CCCC3)c2)cc1Cl	-2%	-7%	9%	-1	1	-2	-0.4	?	4%
COc1cc(OC)c2c(=O)cc(-c3ccccc3)oc2c1	1%	17%	17%	0	-25	30	-0.3	51%[activator]	3%
Cc1ccc(Sc2ccc(N3CCC(C(=O)Nc4ccc(C)c(F)c4)CC3)nn2)cc1	/	/	0%	/	/	3	/	6%	6%
C=CCn1c(C)nnc1SCC(=O)N1c2ccccc2NC(=O)C1(C)C	-3%	0%	-2%	3	0	-2	-2.3	9%	2%
COc1cccc(Cn2cc(C(=O)NCCN(C)C)nn2)c1	-7%	-2%	-6%	4	14	8	0.4	-3%	-30%
CCOc1ccc(N(C)S(=O)(=O)c2ccc3[nH]cc(C(=O)NCCCOC)c(=O)c3c2)cc1	-22%	-12%	-1%	-5	-12	-1	-1.2	6%	14%
CCOc1ccccc1/C=N/NC(=O)Cc1csc(Nc2cccc(C(F)(F)F)c2)n1	1%	-10%	-11%	-20	0	-2	0.0	?	-22%
O=C(NC(=S)NC1CCC(O)CC1)c1ccco1 (configuration not stated)	-9%	-1%	-18%	-11	0	4	-0.8	1%	-8%
O=C(CCCN1C(=O)c2cccc3cccc(c23)C1=O)N1CCN(c2ccccc2O)CC1	-7%	-7%	-19%	-9	3	-7	-0.1	?	?
COCCCNC(=O)Cn1c(=O)n(CC(=O)NCCc2ccc(OC)c(OC)c2)c(=O)c2sccc21	-4%	3%	-6%	-5	-9	-11	1.3	19%	3%
CC(C)N(C(=O)CSc1nnc(NC2CC2)s1)c1ccccc1	0%	-2%	-6%	2	-20	11	0.1	-12%	-32%
C#CCOC(=O)c1ccccc1C(=O)O	6%	-3%	-11%	1	-8	0	4.6	-4%	9%
COc1cc(NC(=O)c2noc(C)c2[N+](=O)[O-])c(OC)cc1Cl	8%	0%	2%	-2	4	-2	0.3	12%	-7%
CCCN(CCC)CC(O)CN1C(=O)NC(C)(C)C1=O (configuration not stated)	-2%	-6%	1%	-3	17	4	-0.6	6%	1%
CCCNC(=O)c1cc(C2CCCN(C(=O)C3CC3)C2)on1 (configuration not stated)	1%	2%	-4%	0	15	9	0.9	-16%	5%
CCN1CNC(=S)N(c2cc(C)ccc2C)C1	-1%	6%	-8%	/	22	-3	-0.9	1%	4%
COc1cc(C(=O)NCc2nnc(SCC(=O)NC3CCCCC3)o2)cc(OC)c1OC	7%	-3%	2%	1	18	0	1.7	-1%	-17%
COc1ccc(C(CNC(=O)c2ccc(C)c(S(=O)(=O)N3CCOCC3)c2)N2CCCC2)cc1 (configuration not stated)	0%	4%	10%	3	-71*	-19	0.0	2%	-28%
COc1ccccc1/C=N/NC(=O)CSc1cc(C)nc2ccccc12	-6%	-9%	30%	2	-12	13	-1.8	-21%	-18%
O=C1CC(Sc2ncn[nH]2)C(=O)N1c1ccccc1 (configuration not stated)	?	4%	-9%	1	-23	-1	0.5	9%	0%
COc1ccc(-c2nnn(CC(=O)N3CCN(c4ccccc4OC)CC3)n2)cc1OC	3%	-6%	9%	-7	7	9	-3.5	24%	11%
CN1CCN(/N=C/c2nc(-c3ccccc3Cl)n3ccccc23)CC1	-6%	-6%	17%	7	10	4	-1.4	3%	-10%
COc1cc(C(=O)NNC(=O)C2CCC2)cc(OC)c1OC	0%	-7%	0%	-11	7	2	1.2	-5%	-7%
Cc1cccc(CC2CC(=O)N(c3nc4ccccc4s3)C2=O)c1 (configuration not stated)	-5%	-7%	-2%	7	-1	-6	-1.2	-30%	7%
CCOC(=O)c1c(NC(=O)COc2ncnc3ccccc23)sc(C)c1CC	3%	-9%	20%	-4	3	6	-0.7	?	-22%
CCC(CC)C(=O)Nc1c(C)n(C)n(-c2ccccc2)c1=O	-23%	-10%	-5%	7	-11	-5	0.3	10%	23%
CCOC(=O)c1cnc2c(cnn2C)c1NCCCN(C)C	-10%	-2%	5%	/	2	0	-1.5	6%	3%
COC(=O)c1cc(S(=O)(=O)N2CCC(c3ccccc3)C2)c[nH]1 (configuration not stated)	5%	-11%	5%	-4	18	5	-0.1	-27%	-13%
COc1ccc([N+](=O)[O-])cc1NC(=O)C(C)OC(=O)CSC(C)C(=O)Nc1cc(C)on1 (configuration not stated)	-2%	-2%	0%	-2	18	-5	0.2	0%	-1%
Cn1cc(CNCCCn2ncc3ccccc32)c(-c2ccccc2F)n1	2%	-9%	21%	1	-18	-15	0.0	-25%	4%
O=C(CCCSc1nc2ccccc2s1)NCc1ccc2c(c1)OCO2	-15%	-2%	13%	4	19	8	1.7	?	-1%
COc1cc(/C=C/C(=O)c2c(O)ccc3c(C)cc(=O)oc23)ccc1O	-20%	-25%	-13%	6	-15	-2	-3.2	?	?
COC(=O)Nc1ncc(CN2CCCCC2)s1	-1%	-2%	-1%	/	-10	0	-1.0	0%	1%

Other structures:
SMILES	PLK1 PBD inh	WRN helicase inh	GLP1R ag	PI5P4K alpha inh	D3 antag	D3 ag	IL-2 act	GLP1R inv ag	HEK293 tox
CCC(C)[C@H]1CNC(=O)C(=O)N1CC(C)(C)C (some centres not stated)	-15%	3%	6%	0	-8	-3	0.8	11%	0%
S=c1[nH]nc(Cc2n[nH]c(=S)n2-c2ccccc2)n1-c1ccccc1	-9%	5%	-4%	5	-6	-4	1.1	0%	1%
O=C(COc1ccccc1F)N1N=C(c2cccs2)CC1c1ccco1 (configuration not stated)	-18%	0%[11.6 µM]	-2%	?	-10	-3	-5.7	?	-12%
COc1cccc(NC(=O)CSc2ccc(-c3sc(C)nc3C)nn2)c1	-8%	?	15%	-7	-4	1	-3.7	28%	-7%
CC(Oc1cc2oc(=O)c3c(c2cc1Cl)CCC3)C(=O)N1C[C@H]2C[C@@H](C1)c1cccc(=O)n1C2 (some centres not stated)	-4%	2%	3%	0	-26	-33	0.0	14%	-3%
Cc1ccc(-c2nc3cc(NC(=O)C(C)C)ccc3o2)cc1C	-3%	0%	-12%	/	17	-3	-2.6	0%	1%
CCCCCCN=CC1=C(O)C(C(=O)OC)C(C)(C)CC1=O (configuration not stated)	0%	-14%	-4%	-1	-3	3	6.6	9%	-2%
O=C(NCCC1=CCCCC1)C(=O)NCc1ccccc1Cl	1%	3%	5%	/	-12	10	-1.3	1%	-2%
Cc1onc(-c2ccccc2Cl)c1C(=O)NCc1nnnn1-c1ccc(F)cc1	-2%	-8%	-1%	4	11	-3	1.5	1%	13%
Cc1cccc(C(=O)c2c(N)sc3c2CCCC3)c1	?	-1%	-6%	-17	2	9	-4.1	?	5%
COc1ccc(C2CC(=O)c3cnc(NC(=O)c4ccccc4)nc3C2)c(OC)c1 (configuration not stated)	-9%	5%	1%	1	-14	4	-0.7	-22%	-10%

Exported as labelled records: part of the list above.
> S=c1[nH]nc(Cc2n[nH]c(=S)n2-c2ccccc2)n1-c1ccccc1
  PLK1 PBD inh: -9%; WRN helicase inh: 5%; GLP1R ag: -4%; PI5P4K alpha inh: 5; D3 antag: -6; D3 ag: -4; IL-2 act: 1.1; GLP1R inv ag: 0%; HEK293 tox: 1%

> O=C(COc1ccccc1F)N1N=C(c2cccs2)CC1c1ccco1 (configuration not stated)
  PLK1 PBD inh: -18%; WRN helicase inh: 0%[11.6 µM]; GLP1R ag: -2%; PI5P4K alpha inh: ?; D3 antag: -10; D3 ag: -3; IL-2 act: -5.7; GLP1R inv ag: ?; HEK293 tox: -12%
